From PubChem BioAssay
esBAF inh – blocks esBAF chromatin remodeling in mouse ES cells; hit rate 2% among 350,000; Bmi1-luciferase knock-in reporter, 24 h; 100% = twice the neutral-well signal; reporter increase, % at 12.5 µM; in the data active means activation above about 40%;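 further: 0% = median of the plate's neutral control wells and 100% = double that signal; a rise in the Bmi1 reporter signal indicates esBAF inhibition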
RAD52 inh – blocks human RAD52 DNA annealing; P43351; recombinant RAD52 DNA annealing, FRET fluorescence; inhibition, % at 18.7 µM; hit rate 0.46% among 360,000; AID 651710;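 active means every replicate showing at least 50% inhibition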
E-selectin induc – induces E-selectin expression in human endothelial cells | P16581 | HUVEC E-selectin immunofluorescence imaging; normalized: neutral wells 0, TNF-alpha wells 100 | activation, % at 7.58 µM | hit rate 0.37% among 260,000;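 active means mean E-selectin-positive cell signal at least 10% of the positive control, reached in at least 60% of replicates, without over 20% cell loss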;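 further: in these data hits start at about 27%; measured in HUVEC primary endothelial cells; signal is the percent of cells scored E-selectin positive by PE staining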
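Read-out: % PE-positive cells | Test system: HUVEC | Doses: One compound dose added by pin transfer | Buffer or medium: EGM-2 over gelatin coat | Signal: Immunofluorescence imaging | Benchmarks: TNF-alpha, DMSO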
CASP6 VEID inh – blocks human caspase-6 cleavage activity; P55212; purified caspase-6, Z-VEID-R110 cleavage fluorescence; inhibition, % at 12.5 µM; hit rate 0.53% among 350,000; AID 686996;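 active means mean inhibition across replicates at least about 35%, with every replicate also reaching that limit, limit read from the data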;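 further: 0% = median of neutral control wells and 100% = no fluorescence left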
Target sequence (P55212 24-179 limits assumed): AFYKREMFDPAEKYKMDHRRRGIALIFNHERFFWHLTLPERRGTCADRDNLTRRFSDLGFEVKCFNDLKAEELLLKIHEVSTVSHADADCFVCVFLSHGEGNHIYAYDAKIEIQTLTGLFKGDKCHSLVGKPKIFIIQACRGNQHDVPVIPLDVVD
Target sequence (P55212 194-293 limits assumed): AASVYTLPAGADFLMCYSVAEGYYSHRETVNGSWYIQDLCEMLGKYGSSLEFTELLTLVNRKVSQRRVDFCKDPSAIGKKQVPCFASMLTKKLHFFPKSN
RAD54 inh – RAD54 (human) branch migration inhibition; inhibition, % at 10.4 µM; AID 602329; RAD54 Holliday junction branch migration, FAM/BHQ fluorescence; hit rate 0.14% among 360,000;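 active means mean normalized replicate activity at least 40 and at least half of replicates scoring 40 or more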;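 further: 0% = median of neutral control wells and 100% = median of positive control wells; inhibitors cause a drop in the FAM fluorescence signal; in these data hits start at about 50%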
ERp5 inh – inhibitors of human ERp5; Q15084; ERp5 insulin aggregation, absorbance 650 nm, 90 min; inhibition, % at 9.99 µM; hit rate 0.05% among 350,000;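 active means mean replicate inhibition above about 25%, with every replicate also reaching it, limit read from the data, passing the limit was not always enough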
Target sequence (Q15084 whole entry, looked up): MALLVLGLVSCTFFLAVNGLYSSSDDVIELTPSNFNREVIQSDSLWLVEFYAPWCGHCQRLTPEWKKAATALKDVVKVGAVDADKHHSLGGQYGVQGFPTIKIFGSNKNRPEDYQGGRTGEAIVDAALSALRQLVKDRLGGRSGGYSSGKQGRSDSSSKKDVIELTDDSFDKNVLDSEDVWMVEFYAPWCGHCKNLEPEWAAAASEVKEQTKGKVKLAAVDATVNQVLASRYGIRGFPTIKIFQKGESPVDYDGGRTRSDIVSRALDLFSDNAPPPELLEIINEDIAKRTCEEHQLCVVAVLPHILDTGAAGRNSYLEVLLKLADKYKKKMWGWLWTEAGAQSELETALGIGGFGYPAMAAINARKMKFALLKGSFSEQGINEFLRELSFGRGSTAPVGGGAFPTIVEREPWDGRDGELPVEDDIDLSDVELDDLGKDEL
PglD DTNB – blocks C. jejuni PglD acetyltransferase activity; inhibition, % at 12.5 µM; purified PglD enzyme, DTNB colorimetric CoA detection; hit rate 0.098% among 360,000; AID 602405; in the data active means inhibition above about 16%, passing the limit was not always enough; further: strong numbers were not always called active
ARNT-TACC3 inh – disrupts binding between human ARNT and TACC3; Q9Y6A5; AlphaScreen His-ARNT PAS-B/GST-TACC3 binding, luminescence; TACC3 fragment carries E629A point mutation; inhibition, % at 9.99 µM; hit rate 0.66% among 390,000;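 active means mean inhibition of replicates at least 50% and at least half of replicates each reaching 50%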;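 further: 0% = complete ARNT plus TACC3 wells and 100% = ARNT alone without TACC3; many hits fall short of the cut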
* hit, by the source's call; nt = no result given; & = joins results of further samples; ! = a repeat was not active.

SMILES | esBAF inh | RAD52 inh | E-selectin induc | CASP6 VEID inh | RAD54 inh | ERp5 inh | PglD DTNB | ARNT-TACC3 inh
CN(C(=O)CNc1ccccc1Cl)C1CCS(=O)(=O)C1 (centres undefined) | -8 | -3 | -0.8 | 0 | 2 | 5 | 3 | -1
COc1ccc(-n2c(SCC(=O)NCCCN3CCCC3=O)nnc2C(C)N2CCCCC2)cc1 (centres undefined) | nt | -11 | 0.1 | -5 | nt | 6 | nt | -1
Cc1ccccc1N1CCN(S(=O)(=O)c2ccccc2)CC1 | 1 | -3 | nt | -1 | -5 | -7 | 6 | -5
CN(C(=O)CCNC(=O)Cn1cnc2ccccc2c1=O)c1ccc(F)cc1 | 2 | -6 | nt | -1 | -1 | 2 | 0 | -3
COc1ccc(NS(=O)(=O)c2ccc(C)c(C(=O)NCc3cccnc3)c2)cc1 | -6 | -12 | -0.2 | -2 | 16 | -2 | 3 | -1
CCn1nc(CC(=O)Nc2ccc(-n3cnnn3)c(OC)c2)c2ccccc2c1=O | 1 | nt | nt | nt | -6 | nt | -4 | -1
C[C@H](NC(=O)[C@H]1N[C@H]2c3ccc(-c4ccncc4)c(=O)n3C[C@H]2[C@@H]1CO)c1ccccc1 | 3 | -20 | 0.5 | 0 | 7 | 0 | -1 | 0
Cc1ccc(C)c(NS(=O)(=O)c2cc(C(=O)NCc3ccccn3)ccc2C)c1 | -6 | -3 | nt | -3 | -2 | -4 | 6 | 17
Cc1ccsc1/C=N/NC(=O)Nc1ccccc1 | nt | -9 | nt | 2 | nt | 5 | nt | -10
O=C(Nc1ccc(C(=O)N2CCCC2)cc1)Nc1ccc(Cl)cc1Cl | nt | -15 | -0.2 | 0 | nt | 6 | nt | -3
c1ccc(Cc2nnc3sc(C4COc5ccccc5O4)nn23)cc1 (centres undefined) | 3 | -24 | nt | 6 | -10 | 4 | 2 | -31
CCc1cc2c(SCC(=O)NC3CCCC3)ncnc2s1 | 8 | -57 | nt | -1 | 6 | 4 | -5 | nt
CCN(CC)CCOC(=O)c1ccccc1Br | nt | -8 | nt | -2 | nt | 0 | nt | 9
COc1ccc(C(CC(=O)NCCCN2CCOCC2)NS(=O)(=O)c2ccc(C)cc2)cc1 (centres undefined) | -5 | nt | nt | nt | 7 | nt | -2 | -3
CCCc1cn(CC[C@H]2CC[C@@H](NC(=O)C3CCC3)[C@@H](CO)O2)nn1 | -1 | 5 | 0.2 | 0 | -11 | -4 | 0 | -1
CCOC(=O)C1=NN(C(=O)c2ccccc2)C(O)(c2ccc(C)cc2)C1 (centres undefined) | nt | -10 | 0.6 | 6 | nt | 2 | nt | nt
CN(C)CC#Cc1ccc([C@H]2[C@@H](CO)N3CCCCN(S(=O)(=O)c4ccccc4F)C[C@H]23)cc1 | nt | 0 | 0.1 | -1 | 6 | -3 | 1 | 2
COc1ccc(NC(=O)N(C)C[C@@H]2Oc3ccc(NS(=O)(=O)c4cn(C)cn4)cc3CC(=O)N([C@@H](C)CO)C[C@@H]2C)cc1 | 1 | 5 | -0.2 | -2 | 9 | -6 | -2 | 6
C[C@@H]1CN([C@@H](C)CO)C(=O)c2cc(NC(=O)CCN3CCOCC3)ccc2O[C@@H]1CN(C)S(=O)(=O)c1cn(C)cn1 | 3 | 7 | 0.1 | 0 | 5 | 3 | -2 | -9
CC(C)Nc1nc(Cl)nc(NC2CCCCC2)n1 | 5 | -10 | 2.0 | -2 | -15 | 2 | -1 | -2
COc1ccc(CNC(=O)CN2C(=O)C(C)N(c3ccc(C)cc3)C2=O)cc1 (centres undefined) | -7 | nt | nt | nt | 4 | nt | 2 | -7
O=C(CN(Cc1ccccc1)S(=O)(=O)c1ccc(F)cc1)NCc1ccncc1 | -2 | 10 | nt | 0 | -12 | 1 | 2 | -4
CNc1cnn(-c2ccc(C)cc2)c(=O)c1Sc1ccc(C)cc1 | nt | 12 | nt | 2 | nt | 1 | nt | 0
CC1(C)CC(C(=O)NCCC(c2ccccc2)c2ccco2)CCO1 (centres undefined) | nt | -26 | -0.5 | -3 | -2 | 0 | 6 | -2
C/C(=N\NC(=O)c1cc(C)nc2ccccc12)c1ccncc1 | -7 | -5 | 0.3 | 5 | -4 | 5 | 2 | -1

Reformatted in markdown: entries from further up.
| SMILES | esBAF inh | RAD52 inh | E-selectin induc | CASP6 VEID inh | RAD54 inh | ERp5 inh | PglD DTNB | ARNT-TACC3 inh |
| --- | --- | --- | --- | --- | --- | --- | --- | --- |
| O=C(CN(Cc1ccccc1)S(=O)(=O)c1ccc(F)cc1)NCc1ccncc1 | -2 | 10 | nt | 0 | -12 | 1 | 2 | -4 |
| COc1ccc(NS(=O)(=O)c2ccc(C)c(C(=O)NCc3cccnc3)c2)cc1 | -6 | -12 | -0.2 | -2 | 16 | -2 | 3 | -1 |
| Cc1ccccc1N1CCN(S(=O)(=O)c2ccccc2)CC1 | 1 | -3 | nt | -1 | -5 | -7 | 6 | -5 |

Next part:
SMILES | esBAF inh | RAD52 inh | E-selectin induc | CASP6 VEID inh | RAD54 inh | ERp5 inh | PglD DTNB | ARNT-TACC3 inh
COC(=O)c1[nH]c2ccc(C)cc2c1NC(=O)CN1CCN(C(=O)c2ccccc2)CC1 | 3 | nt | nt | nt | -5 | nt | 2 | -1
Cc1ccc(S(=O)(=O)N(C)C[C@@H]2Oc3ccc(NC(=O)c4ccncc4)cc3CC(=O)N([C@H](C)CO)C[C@@H]2C)cc1 | 0 | 3 | 0.0 | 2 | -1 | -1 | 3 | 3
COc1cc(OC)nc(Nc2nc(C(C)N)cs2)n1 (centres undefined) | -2 | 30 | 25 | 1 | 25 | 3 | 11 | nt
C[C@@H](C(=O)Nc1nc2ccccc2s1)N1C(=O)C2CC=CCC2C1=O (some centres undefined) | nt | -27 | 0.1 | 3 | nt | 1 | nt | 0
COC(=O)c1sc(S(=O)(=O)N2CCC(C(=O)O)CC2)c(C(=O)OC)c1C | -9 | nt | nt | nt | 5 | nt | 1 | -7
O=C(NCCc1ccc(F)cc1)c1cc(=O)c2ccccc2o1 | nt | -17 | -1.3 | -5 | nt | 3 | nt | 5
COc1cc(C(F)(F)F)nc(-c2ccccn2)n1 | nt | -11 | 1.1 | -1 | nt | -9 | nt | -24
CC(C)c1nc2oc3c(N4CCN(C)CC4)ncnc3c2c2c1CCC2 | 5 | nt | nt | nt | -2 | nt | -6 | -2
c1ccc(-c2noc(-c3ccccc3-c3ccccc3)n2)cc1 | nt | -7 | nt | 4 | -11 | 7 | 1 | nt
O=C(NCCNC(=O)c1ccc(Cl)cc1Cl)c1ccc(Cl)cc1Cl | nt | -26 | -0.2 | -6 | nt | -1 | nt | nt
C[C@@H]1CN([C@H](C)CO)C(=O)Cc2cc(NS(=O)(=O)c3ccc(Cl)cc3)ccc2O[C@H]1CN(C)S(=O)(=O)c1cccs1 | 6 | 4 | 2.1 | 0 | 10 | -6 | -1 | -9
COc1cccc(-n2nnc3c(=O)n(Cc4cccc(F)c4)cnc32)c1 | -4 | nt | nt | nt | 5 | nt | 4 | -1
COc1ccccc1N1CCN(C(=O)c2ccc(-c3ccc(Cl)cc3)o2)CC1 | -9 | -25 | nt | -1 | 0 | -5 | 1 | -4
CN(c1ccccc1)S(=O)(=O)c1ccc(NC(=O)COc2ccccc2)cc1 | nt | -7 | 0.0 | 0 | -3 | 5 | -19 | nt
COc1ccc(CCNC(=O)C2CC(=O)N(c3ccc(Br)cc3)C2)cc1OC (centres undefined) | -5 | -14 | 0.3 | 1 | 10 | 0 | 2 | nt
O=C(Nc1ccc(Cl)cc1)N[C@@H]1CC[C@@H](CCNC(=O)c2cc(Cl)cc(Cl)c2)O[C@H]1CO | nt | 0 | 2.6 | 5 | nt | 5 | nt | nt
CCOc1ccc(NC(=O)Cc2ccc(NC3=NC4CS(=O)(=O)CC4S3)cc2)cc1 (centres undefined) | -13 | 1 | -0.8 | 0 | -10 | -5 | -2 | -3
O=C(C[C@H]1CC[C@@H]2[C@H](COC[C@@H](O)CN2S(=O)(=O)c2ccc(Cl)cc2)O1)N[C@@H]1CCN(Cc2ccccc2)C1 | 0 | 23 | 0.0 | -2 | -1 | -5 | 2 | 12
C[C@@H]1CN([C@@H](C)CO)C(=O)c2cc(NC(=O)CCC(F)(F)F)ccc2O[C@@H](C)CCCCO[C@H]1CN(C)S(=O)(=O)c1ccc(F)cc1 | 1 | 6 | nt | -1 | -3 | -4 | 2 | nt
O=C1Cc2ccccc2Sc2ccccc21 | -5 | nt | nt | nt | -7 | nt | 1 | -3
COc1nc(OC)nc(N2CCC(NC(=O)C(Cc3cccc(OC)c3OC)NC(C)=O)CC2)n1 (centres undefined) | -5 | -13 | 1.8 | 4 | 10 | 1 | 1 | -2
CC(O)(c1ccccc1)c1nc(-c2cccc(C(F)(F)F)c2)cs1 (centres undefined) | -11 | -9 | 0.0 | 4 | 6 | 5 | -1 | nt
N#C[C@@H]1[C@H](c2ccc(-c3cccc(F)c3)cc2)[C@@H](CO)N1C(=O)NC1CCCC1 | 0 | -39 | 2.4 | -1 | 7 | -1 | 0 | 12
Cc1ccc(S(=O)(=O)N2[C@@H]3CNC[C@H]2C3c2ccc(-c3cccc(C)c3)cc2)cc1 (some centres undefined) | nt | 51*! | 0.1&0.3 | -1&1 | nt | 2&-2 | nt | nt
COc1ccc(F)cc1S(=O)(=O)NCCCn1ccnc1 | 4 | -5 | -0.1 | -19 | -8 | 2 | 2 | 0
(listing goes on)
SMILES | esBAF inh | RAD52 inh | E-selectin induc | CASP6 VEID inh | RAD54 inh | ERp5 inh | PglD DTNB | ARNT-TACC3 inh
Cc1nc(C)c(-c2csc(Nc3ccc(Cl)cn3)n2)s1 | 60* | -9 | -0.2 | 1 | 3 | -1 | 0 | nt
CC(C)n1c(=O)c2ccccc2n1Cc1cn(-c2ccccc2)nn1 | 3 | -8 | 1.6 | 0 | 3 | -3 | 3 | nt
CC1CCCCN1C(=O)Cn1c(=O)n(-c2ccc(F)cc2)c(=O)c2sccc21 (centres undefined) | 1 | -8 | 0.1 | 0 | 8 | 3 | -2 | -1
CCN1C(c2ccc(F)cc2)=CS/C1=C(\C#N)c1nnc2n1-c1ccccc1SC2 | 9 | nt | nt | nt | 3 | nt | 5 | 3
C[C@H]1CN([C@@H](C)CO)C(=O)c2cc(C#CC(C)(C)O)cnc2O[C@H]1CN(C)C(=O)C1CCC1 | 2 | -4 | 0.8 | 2 | -3 | -10 | 1 | -4
CCCC(=O)NC(NC(=S)Nc1c(C)n(C)n(-c2ccccc2)c1=O)C(Cl)(Cl)Cl (centres undefined) | -7 | nt | nt | nt | 18 | nt | -1 | -2
CCNC(=O)C[C@@H]1CC[C@@H]2[C@@H](COc3ccc(NC(=O)Cc4ccccc4)cc3C(=O)N2C)O1 | 0 | -1 | 0.0 | -3 | 11 | 0 | -1 | -2
O=C(COC(=O)c1cnccn1)c1ccc(C2CCCCC2)cc1 | -2 | -15 | nt | 1 | -4 | -8 | -1 | nt
CCCn1c(SCC(=O)NCCc2ccc(OC)c(OC)c2)nc2c1c(=O)n(C)c(=O)n2C | -10 | nt | nt | nt | -8 | nt | -3 | -4
Cn1cc(SCC(N)=O)c2ccccc21 | -6 | -8 | nt | 1 | -5 | -1 | 2 | -2
O=C(c1nn2cccnc2c1Cl)N1CCN(c2ccccc2)CC1 | 7 | nt | nt | nt | 1 | nt | -3 | -5
COc1cc(C2CC(=O)Oc3cc(OC)c(OC)c(OC)c32)cc(OC)c1OC (centres undefined) | 1 | -9 | nt | 1 | -1 | 4 | 1 | nt
O=C(CSc1ccccc1)Nc1ccc(N2CCOCC2)c(F)c1 | 34 | -5 | 1.1 | -1 | 2 | 1 | 4 | -28
O=C(Cc1cccs1)Nc1nncs1 | 3 | nt | nt | nt | 1 | nt | -3 | -11
CN(CCC1CCCCO1)C(=O)CCc1nnc(Cc2c[nH]c3ccccc23)o1 (centres undefined) | -3 | -9 | 0.1 | 1 | 3 | 4 | -2 | -6
Cc1nn(-c2ccccc2)c(C)c1/C=N\NS(=O)(=O)c1ccc(Cl)cc1 | -4 | nt | nt | nt | 5 | nt | -1 | -3
Cc1ccc(N2CC(C(=O)Nc3ccc(S(=O)(=O)N4CCCC4)cc3)CC2=O)cc1C (centres undefined) | 0 | -5 | nt | 13 | 6 | 0 | 6 | -8
